Screening results as filed in PubChem BioAssay.
TRPC4 PAM – positive allosteric modulators of TRPC4, primary screen, cell-based, mouse TRPC4beta, HEK293 mu-opioid, Fluo-4 calcium | DAMGO EC20, Fluo-4 Ca2+ flux; hits give high values | B-score at 10 µM | 310,000 compounds, 0.42% hits;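 active = B-score of calcium response area above 5 SD of library B-scores, with initial fluorescence ratio within 5 SD of library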;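 note: B-score of integrated fluorescence ratio over time as area under calcium response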
KCNQ1 act – potentiators or activators of KCNQ1 channel, primary screen, cell-based, thallium flux, high-throughput; CHO-K1 KCNQ1, thallium flux FluxOR fluorescence; hits give high values; B-score at 10 µM; 310,000 compounds, 0.35% hits;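 active = fluorescence ratio B-score, a plate-corrected score, at least three library SD, with initial intensity B-score within 5 SD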
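assay system = CHO-K1 cells stably expressing KCNQ1 | medium = assay buffer, equal DMSO in all wells | timing = 37 °C overnight plating, 90-min dark dye load, 20-min compound pretreatment | measured by = kinetic FluxOR thallium fluorescence, 10-s 1-Hz baseline, 110-s post-stimulus read | measure = fluorescence change relative to baseline, converted to B score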
KCNK9 inh – KCNK9 potassium channel inhibitors, primary screen, HEK293 cells, thallium flux; Potassium channel subfamily K member 9 (Homo sapiens), Q9NPC2; FluxOR thallium flux fluorescence; hits give low values; B-score at 10 µM; 310,000 compounds, 1.2% hits; AID 488922, 2010;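 active = ratio B-score over 3 SD below the library mean, with starting fluorescence within 5 SD of its mean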;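 note: negative B-score means less thallium flux so channel inhibition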
KCNQ1 inh – inhibitors of human KCNQ1 channel, primary screen, cell-based, thallium flux, high-throughput; CHO-K1 KCNQ1, FluxOR thallium flux fluorescence; hits give high values; 310,000 compounds, 1.3% hits; B-score at 10 µM; Potassium voltage-gated channel subfamily KQT member 1 (Homo sapiens), P51787;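 active = compounds whose thallium flux B-score, printed positive for inhibition, exceeds three library SD while starting fluorescence stays within three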;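 note: channel opened by potassium depolarization with thallium stimulus after 20 min compound exposure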
ANO1 block – TMEM16A chloride channel inhibitors, primary screen, cell-based, HTS | Anoctamin-1 (Mus musculus), Q8BHY3 | HEK293 TMEM16A/YFP iodide influx fluorescence, ionomycin | normalized B-score (activity score, 25-100; higher = stronger inhibition) at 10 µM | 310,000 compounds, 1.2% hits | AID 588511, 2011;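 active = ratio plate-corrected score three or more library SD toward inhibition, starting fluorescence score within five deviations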;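 note: score derived from kinetic fluorescence span divided by baseline fluorescence per well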
HDAC3 inhib – HDAC3 deacetylase inhibitors, primary screen, biochemical, fluorescence, cell-free homogeneous; recombinant HDAC3, fluorogenic peptide/trypsin coupled; inhibition, % at 8.3 µM; 320,000 compounds, 0.15% hits; AID 2718, 2010; in the data active = inhibition above about 26%, passing the limit was not always enough; inconclusive = no clear call, values can overlap the other calls
Target sequence (O15379 whole entry, looked up): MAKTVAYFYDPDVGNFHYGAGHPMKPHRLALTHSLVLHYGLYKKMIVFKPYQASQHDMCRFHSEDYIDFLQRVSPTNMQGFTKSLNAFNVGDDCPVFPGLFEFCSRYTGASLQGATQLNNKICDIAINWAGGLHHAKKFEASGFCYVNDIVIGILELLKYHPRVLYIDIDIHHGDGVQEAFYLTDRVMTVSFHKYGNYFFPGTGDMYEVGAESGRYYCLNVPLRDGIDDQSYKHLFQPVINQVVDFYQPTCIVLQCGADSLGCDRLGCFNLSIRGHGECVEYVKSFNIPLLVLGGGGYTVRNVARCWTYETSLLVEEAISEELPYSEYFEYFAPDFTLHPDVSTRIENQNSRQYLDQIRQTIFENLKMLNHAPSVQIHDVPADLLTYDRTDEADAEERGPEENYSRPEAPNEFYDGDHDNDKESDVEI
Dyrk1A ADPGlo – rat Dyrk1A kinase inhibitors, primary screen, biochemical, single point, plate reader | ADP-Glo luminescence, NFATc1 peptide | Dual specificity tyrosine-phosphorylation-regulated kinase 1A (Rattus norvegicus), Q63470 | inhibition, % at 12.5 µM | 310,000 compounds, 0.43% hits | AID 504441, 2011; in the data active = inhibition above about 50%;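 note: plate controls were vehicle with enzyme for no effect and no enzyme for full effect; many of its hits are not listed in these tables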
TRPC4 agonist – activators of mouse TRPC4 channel, primary screen, Fluo4 calcium, HEK293 TRPC4beta/mu-opioid cells; B-score at 10 µM; 310,000 compounds, 0.49% hits; Fluo4 calcium fluorescence; hits give high values;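 active = B-score above 5 SD of library B-scores, and initial fluorescence ratio not above library mean plus 5 SD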;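 note: positive B-score marks a calcium rise read as TRPC4 activation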
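Assay system: HEK293 stable line with TRPC4beta plus mu-opioid receptor; schedule: 45 min room-temperature Fluo4 loading, 110 s read; technique: kinetic Fluo4 calcium fluorescence; evaluation: integrated baseline-normalised fluorescence ratio, converted to per-well B score; controls: buffer (low) and maximal DAMGO (high)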
KCNK3 block – human KCNK3 channel inhibitors, primary screen, CHO cells, FluxOR thallium flux, B-score; FluxOR fluorescence; hits give low values; B-score at 10 µM; 340,000 compounds, 0.84% hits;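 active = B-score under library mean minus 4 SD, starting fluorescence ratio at most library mean plus 5 SD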;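 note: more negative B-score means stronger inhibition of thallium flux through KCNK3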
Target sequence (O14649 whole entry, looked up): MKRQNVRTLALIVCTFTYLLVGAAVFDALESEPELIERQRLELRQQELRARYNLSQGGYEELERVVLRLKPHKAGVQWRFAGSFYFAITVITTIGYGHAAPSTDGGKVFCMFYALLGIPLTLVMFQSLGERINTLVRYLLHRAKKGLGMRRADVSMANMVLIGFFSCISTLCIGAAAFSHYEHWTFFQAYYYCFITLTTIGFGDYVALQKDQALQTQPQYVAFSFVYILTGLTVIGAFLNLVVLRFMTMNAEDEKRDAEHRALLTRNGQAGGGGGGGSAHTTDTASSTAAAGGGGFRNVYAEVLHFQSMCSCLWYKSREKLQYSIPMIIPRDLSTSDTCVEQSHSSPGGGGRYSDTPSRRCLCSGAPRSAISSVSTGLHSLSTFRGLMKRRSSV
ANO1 activ – TMEM16A chloride channel activators or potentiators, primary screen, cell-based, HTS. Anoctamin-1 (Mus musculus), Q8BHY3. B-score at 10 µM. HEK293 TMEM16A/YFP-H148Q/I152L, iodide quench fluorescence; hits give low values. 340,000 compounds, 0.3% hits;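 active = fluorescence-ratio B-score plate-corrected deviation score at least 3 library SD below zero, with starting fluorescence score within 5 deviations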;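 note: channel opened by trigger with iodide after compound preincubation; score built on the fluorescence ratio of max minus min over baseline; more negative score means more quench and so TMEM16A activation or potentiation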
hERG rescue – hERG rescue from dofetilide block, primary screen, cell-based, CHO-hERG, FluxOR thallium flux, dofetilide IC70; Voltage-gated inwardly rectifying potassium channel KCNH2 (Homo sapiens), Q12809; dofetilide IC70 present; activation (rescue from dofetilide block), less the hit threshold, % at 10 µM; 310,000 compounds, 0.51% hits; AID 1511, 2009;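 active = activation above the mean of controls blocked by dofetilide plus 5 SD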;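 note: thallium influx through hERG after potassium depolarization seen as dye fluorescence rise; in these data hits start at about 4.7%; inactives centre near -7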
* hit, by the source's call; i = inactive; ? = inconclusive; nt = not tested or not shown. Not all compounds are listed. The share of hits here may be higher or lower than overall.

SMILES	TRPC4 PAM	KCNQ1 act	KCNK9 inh	KCNQ1 inh	ANO1 block	HDAC3 inhib	Dyrk1A ADPGlo	TRPC4 agonist	KCNK3 block	ANO1 activ	hERG rescue
CN1c2ccccc2C(C)(C)C12CCCC(=O)N2 (configuration not stated)	i	i	i	i	i	5	-3	i	i	i	-2
O=C(Nc1ccc(Cl)cn1)Nc1cccs1	i	i	i	i	i	2	-10	i	i	i	-8
O=C(CSc1nc(-c2ccc(F)cc2)cc(C(F)(F)F)n1)NCCN1CCOCC1	i	i	i	i	i	-6	-5	i	i	i	-4
COc1ccc(CCNC(=O)C(NS(=O)(=O)c2cccc3nsnc23)C(C)C)cc1OC (configuration not stated)	i	i	i	i	i	nt	-6	i	i	i	-10
CCc1nnc(N/N=C/c2ccc(O)c(OC)c2)n1N	i	i	i	i	i	-2	-1	i	i	i	-6
CCn1c(SC(C)C)nnc1-c1cc(-c2ccccc2)sc1N	i	i	i	i	i	7	-3	i	i	i	-13
O=C(c1ccc(=O)[nH]c1)N1CCN(S(=O)(=O)c2ccccc2)CC1	i	i	i	i	i	-7	1	i	i	i	-5
C[C@H]1CCC[C@@]2(O[C@H](CCO)C[C@@H](O)[C@@H]2O)O1	i	i	i	i	i	-2	nt	i	i	i	-1
COC(=O)c1sc(-c2ccccc2)cc1NC(=O)c1ccc(OC)cc1	i	i	i	i	i	-1	-3	i	i	i	-3
CCCCOC(=O)Nc1ccc(C(N)=O)cc1	i	i	i	i	i	0	4	i	i	i	-7

3 entries drawn at random from the list so far:
SMILES	TRPC4 PAM	KCNQ1 act	KCNK9 inh	KCNQ1 inh	ANO1 block	HDAC3 inhib	Dyrk1A ADPGlo	TRPC4 agonist	KCNK3 block	ANO1 activ	hERG rescue
COC(=O)c1sc(-c2ccccc2)cc1NC(=O)c1ccc(OC)cc1	i	i	i	i	i	-1	-3	i	i	i	-3
CCCCOC(=O)Nc1ccc(C(N)=O)cc1	i	i	i	i	i	0	4	i	i	i	-7
CCc1nnc(N/N=C/c2ccc(O)c(OC)c2)n1N	i	i	i	i	i	-2	-1	i	i	i	-6

Further records:
SMILES	TRPC4 PAM	KCNQ1 act	KCNK9 inh	KCNQ1 inh	ANO1 block	HDAC3 inhib	Dyrk1A ADPGlo	TRPC4 agonist	KCNK3 block	ANO1 activ	hERG rescue
CC(=O)Nc1ccc(C(=O)OCC(=O)N(Cc2ccccc2)C(C)(C)C)cc1	i	i	i	i	i	-2	-2	i	i	i	-7
O=C(CSc1nnc(COc2ccc(F)cc2)o1)N1CCCCC1	i	i	i	i	i	4	-1	i	i	i	-1
Cc1ccc(NC(=O)NCc2c(C)nn(C)c2C)cc1Cl	i	i	i	i	i	3	nt	i	i	i	-3
Cc1cccc(NC(=O)C[n+]2ccccc2)c1	i	i	i	i	i	-7	5	i	i	i	-12
NNC(=O)c1sc(-c2ccccc2)cc1N	i	i	i	i	i	3	nt	i	i	i	-16
CCN(CC)CCN(C(=O)c1ccc(C(=O)c2ccccc2)cc1)c1nc2ccc(OC)cc2s1	i	i	i	i	i	nt	4	i	i	i	-24
O=C(NCCN1C(=O)S/C(=C\c2ccc(Cl)c(Cl)c2)C1=O)c1cnccn1	i	i	i	i	i	-1	-6	i	i	i	-5
Cc1ccc(C(=O)C=CNNC(=O)c2ccccc2)cc1	i	i	i	i	i	6	0	i	i	i	-13
O=C(CNC(=O)c1cccs1)NCC(=O)OCc1ccccc1Br	i	i	i	i	i	-6	nt	i	i	i	-20
COc1cccc(CNC(=O)CCCCCNC(=O)N2CCn3c2nc2ccccc23)c1	i	i	i	i	i	-6	1	i	i	i	-11
O=C(NC1CCCCC1)C1CCN(C(=O)NCc2ccccc2)CC1	i	i	i	i	i	-3	nt	i	i	i	-11
Cn1nccc1NC(=O)c1nccnc1C(=O)O	i	i	i	i	i	7	-5	i	i	i	-7
Cc1nc2ccc(NC(=O)Cc3cccc(F)c3)cc2s1	i	i	i	i	i	3	10	i	i	i	-5
CCN(CC)CCSc1nnc2c3ccccc3n(CCc3ccccc3)c2n1	i	i	i	i	i	-6	1	i	i	i	-14
CC(C)(C)C(=O)COC(=O)c1ccc(O)cc1	i	i	i	i	i	-3	-1	i	i	i	-9
CC(C)(C)OC(=O)CNC(=O)c1nc[nH]c1C(=O)NCc1ccccc1	i	i	i	i	i	0	10	i	i	i	-7
COc1ccccc1N(CC(=O)NCCSCc1ccc(C)cc1)S(=O)(=O)c1ccccc1	i	i	i	10*	i	6	1	i	i	i	-18
c1ccc(Cn2nnc3c(N4CCC5(CC4)OCCO5)ncnc32)cc1	i	i	i	i	i	6	4	i	i	i	-7
CCOC(=O)CC(=O)CSc1nc(-c2ccccc2)cc(-c2ccccc2)c1C#N	i	i	i	i	i	6	0	i	i	i	-6
O=C(CCC1CCCCC1)NNC(=O)NC12CC3CC(CC(C3)C1)C2	i	i	i	i	i	3	6	i	i	i	-9
CC[n+]1c(/C=C/c2ccc(OC)c(OC)c2)ccc2ccccc21	i	i	i	i	i	7	nt	i	i	i	-7
CC(=O)Oc1ccc(C(=O)O)c(OC(C)=O)c1	i	i	i	i	i	nt	4	i	i	i	-9
COCCNC(=O)/C(C#N)=C/c1cccc(NC(=O)c2ccccc2Cl)c1	i	i	i	i	i	8	3	i	i	i	-5
CC(=O)Nc1ccc2c(c1)C(=O)c1ccccc1C2=O	i	i	i	i	i	2	-2	i	i	i	-15
CNC(=O)OC(C)CNS(=O)(=O)c1ccc(C)cc1 (configuration not stated)	i	i	i	i	i	0	-10	i	i	i	-5
COC(=O)c1c(NC(=O)COC(=O)c2ccc(O)cc2)sc2c1CCCCC2	i	i	i	i	i	-5	-1	i	i	i	-4
CC1CCN(CCNC(=O)c2ccc(NC(=O)C3CCCO3)cc2)CC1 (configuration not stated)	i	i	i	i	i	3	-8	i	i	i	-8
COCCCNC(=O)C(=O)Nc1cc2c3c(c1)CCN3C(=O)CC2	i	i	i	i	i	1	24	i	i	i	-7
O=C(C[n+]1cc(-c2ccc(Cl)c(Cl)c2)n2c1CCC2)N1c2ccccc2Sc2ccccc21	i	i	i	i	i	3	-1	i	i	i	-28
O=C(CSc1nc2ccccc2o1)NC(=O)NCc1ccco1	i	i	i	i	i	?	nt	i	i	i	-6

Some values from the list.
COCCCNC(=O)C(=O)Nc1cc2c3c(c1)CCN3C(=O)CC2 in HDAC3 inhib → 1
COc1cccc(CNC(=O)CCCCCNC(=O)N2CCn3c2nc2ccccc23)c1 in HDAC3 inhib → -6

(further entries)
SMILES	TRPC4 PAM	KCNQ1 act	KCNK9 inh	KCNQ1 inh	ANO1 block	HDAC3 inhib	Dyrk1A ADPGlo	TRPC4 agonist	KCNK3 block	ANO1 activ	hERG rescue
Cc1nc(NN)nc(NCc2ccccc2)n1	i	i	i	i	i	13	-4	i	i	i	7.1*
O=C(COC(=O)c1cc(S(=O)(=O)N2CCCCC2)ccc1N1CCOCC1)c1ccc(Cl)cc1	i	i	i	i	i	-1	4	i	i	i	-15
CC(C)(C)c1ccc(OCCC(=O)OCC(=O)Nc2ccc(N3CCOCC3)cc2)cc1	i	i	i	i	i	18	3	i	i	i	-7
COc1ccc(OC)c(C(=O)COC(=O)c2ccccc2O)c1	i	i	i	i	i	0	5	i	i	i	-20
O=C(CN1CCN(Cc2ccccc2)CC1)N/N=C\C=C/c1ccco1	i	i	i	i	i	10	1	i	i	i	-3
CCOC(=O)C1=C(C)N(C)C(=O)C1CC(=O)O (configuration not stated)	i	i	i	i	i	2	-8	i	i	i	-3
O=C(CN1CCC(C(=O)c2ccc3c(c2)OCCO3)CC1)NC1CCCC1	i	i	i	i	i	-5	1	i	i	i	-9
CCCC(C)C(=O)N(Cc1ccccc1)c1ccccn1 (configuration not stated)	i	i	i	i	i	3	20	i	i	i	1
O=C(Nc1ccc2c(c1)N(Cc1ccccc1)C(=O)c1ccccc1S2)NC1CC1	i	i	i	i	i	-6	-8	i	i	i	-12
CC(=O)Nc1cccc(NC(=O)COc2ccc3c(c2)OCO3)c1	i	i	i	i	i	-13	38	i	i	i	-2
COC(CNC(=O)Cn1ncc2ccsc2c1=O)OC	i	i	i	i	i	-5	-2	i	i	i	-15
CCOC(=O)c1cnn(-c2ccccc2)c1-n1cccc1C(=O)C(=O)Nc1ccccc1C(F)(F)F	i	i	-14*	i	i	14	12	i	i	i	-3
CC(CCc1ccccc1)NC(=O)CCC(=O)N1CCC(C(N)=O)CC1 (configuration not stated)	i	i	i	i	i	-2	-3	i	i	i	-11
CCOc1cc(C2NN=C(c3ccc(C)cc3)S2)ccc1O (configuration not stated)	nt	nt	nt	nt	i	-2	0	nt	i	i	nt
O=C(NCCO)C(=O)Nc1cc2c3c(c1)CCC(=O)N3CCC2	i	i	i	i	i	-3	5	i	i	i	-3
Cc1ccc(C(=O)COC(=O)CCc2ccc(S(=O)(=O)N3CCCCC3)cc2)cc1	i	i	i	i	i	-2	2	i	i	i	-4
CCOC(=O)C1(Cc2ccccc2C(F)(F)F)CCN(C2CCCC2)CC1	i	i	i	i	i	0	2	i	i	i	-9
COc1cccc(CN2CC(C(=O)NCCN3CCOC3=O)CCC2=O)c1 (configuration not stated)	i	i	i	i	i	1	-2	i	i	i	-4
Cc1cccc(C)c1NC(=O)CSc1nnc(NC(=O)CN2CCOCC2)s1	i	i	i	i	i	-3	-6	i	i	i	-5
CC(=N/O)/C(C)=N\NC(=O)c1ccccn1	i	i	i	8*	i	nt	6	i	i	i	-16
COc1ccc([N+](=O)[O-])cc1NC(=O)CSCc1ccccc1	i	i	i	i	i	6	0	i	i	i	-9
CCCNC(=S)N1CCC(NC(=O)C23CC4CC(CC(C4)C2)C3)CC1	i	i	i	i	i	-14	1	i	i	i	1
